PGC1a acetyl inh: PGC1a acetylation modulation, inhibitor mode; U2OS PGC1a acetylation, AlphaScreen anti-acetyl-lysine; with virally co-expressed GCN5 acetyltransferase; inhibition, % at 15.6 µM; hit rate 0.17% among 350,000; AID 651687;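 active means every replicate shows inhibition of at least 40%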;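 further: 0% = neutral control wells and 100% = positive control wells; some results beyond the cut were filed as inactive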
CASP6 VEID inh: blocks human caspase-6 cleavage activity. P55212. purified caspase-6, Z-VEID-R110 cleavage fluorescence. inhibition, % at 12.5 µM. hit rate 0.53% among 350,000. AID 686996;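 active means mean inhibition across replicates at least about 35%, with every replicate also reaching that limit, limit read from the data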;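 further: 0% = median of neutral control wells and 100% = no fluorescence left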
Target sequence (P55212 24-179 limits assumed): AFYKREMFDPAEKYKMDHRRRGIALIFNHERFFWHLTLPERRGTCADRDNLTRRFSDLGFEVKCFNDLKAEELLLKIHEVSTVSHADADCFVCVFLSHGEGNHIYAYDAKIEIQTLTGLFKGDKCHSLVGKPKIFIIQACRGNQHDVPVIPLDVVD
Target sequence (P55212 194-293 limits assumed): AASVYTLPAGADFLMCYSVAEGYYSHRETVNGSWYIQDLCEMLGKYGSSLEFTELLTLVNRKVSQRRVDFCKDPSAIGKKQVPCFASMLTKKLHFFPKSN
LGR2 inh: Drosophila LGR2 receptor signaling inhibition. hit rate 0.35% among 380,000. AID 720647. HEK293 LGR2, CRE-luciferase, bursicon-stimulated, 4 h. inhibition, % at 9.99 µM;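 active means drop in luminescence signal, shown as inhibition above about 50% in the replicate tests, limit read from the data, passing the limit was not always enough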;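 further: agonist challenge used bursicon conditioned medium at about half maximal strength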
PAX8 inh HTS: lowers PAX8-driven luciferase in RMG-I cells | RMG-I TPO-luciferase reporter, SteadyGlo, 24 h | inhibition, % at 12.6 µM | hit rate 1.2% among 360,000 | AID 652154;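 active means mean replicate inhibition at least 60% with every replicate also reaching 60%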;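 further: luciferase light reporting Pax8 driven TPO promoter activity; plate controls were median of neutral control wells for no effect and mitoxantrone controls for full effect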
Cneo AK release: Cryptococcus neoformans lysis via adenylate kinase release. lysis activity, % at 15 µM. C. neoformans lysis, adenylate kinase release luminescence, 4 h; normalised: neutral wells 0, clomiphene wells 100. hit rate 0.2% among 360,000. AID 651654;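 active means mean lysis activity across replicates of at least 80%, whatever share of replicates individually reach that level; inactive means mean lysis activity below 80%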
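Signal: Adenylate kinase release luminescence | Assay system: Log-phase Cryptococcus neoformans yeast cells | Input: Cells at 5 × 10^6 per mL | Buffer or medium: Fresh YPD growth medium | Compound: Single dose | Schedule: Static 4 h at 37 °C with compound, 1 h detection | Controls: Clomiphene | Read-out: Luminescence rise reflecting yeast cell lysis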
EWS-Fli inh: blocks EWS/Fli oncoprotein-driven transcription. A673 NR0B1-luciferase reporter, viability-normalised. hit rate 0.67% among 350,000. inhibition, % at 12.6 µM;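 active means mean inhibition of at least 50% after viability correction, with every replicate also passing that limit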;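 further: firefly luciferase signal divided by Alamar Blue viability fluorescence both relative to DMSO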
miR-122 sensor: inhibitors of miR-122 in Huh7 cells; Huh7 miR-122 Renilla luciferase sensor, 48 h; neutral wells = 0, positive control = 100; activation (reporter increase), % at 12.5 µM; hit rate 0.3% among 340,000; AID 602342;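 active means mean replicate activation score at least 90 and every replicate individually at or above 90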;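 further: higher luciferase means less miR-122 activity so hits act as miR-122 inhibitors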
FN deposit inh: fibronectin deposition inhibition; inhibition, % at 12.6 µM; AH1F fibroblasts, Alexa488-fibronectin deposition fluorescence, overnight; AID 743247; hit rate 0.086% among 350,000;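 active means mean inhibition across replicates of 30% or more, regardless of how many single replicates reach that level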;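 further: positive control wells lacked labelled fibronectin entirely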
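Measured by – fluorescence 485/525 nm · System – AH1F fibroblast monolayer, labelled fibronectin deposition · Amount – 10000 cells per well · Buffer or medium – serum-reduced DMEM (2% serum) · Doses – single dose, pinned · Also added – fluorescent fibronectin at 24 nM final · Schedule – 1 h cell attachment, overnight exposure to compound and label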
Active calls of the source: *; / = no result given; & = joins results of further samples; [ ] = dose if it differs, or a comment.

Values in the order: LGR2 inh	Cneo AK release	miR-122 sensor	PGC1a acetyl inh	PAX8 inh HTS	EWS-Fli inh	FN deposit inh	CASP6 VEID inh
- CCOC(=O)C1=C(C)Nc2ccccc2N=C1NC(=O)c1cc(C)on1
    -10	2	/	/	-1	5	3	1
- COc1ccc(N(C(=O)Nc2ccc(Cl)cc2)C2=NCCC2)cc1
    -15	0	-1	-2	/	10	/	0
- C[C@H]1CN([C@@H](C)CO)C(=O)c2cccc(NC(=O)c3ccc(-c4nccs4)cc3)c2O[C@@H]1CN(C)Cc1ccc(Oc2ccccc2)cc1
    10	-2	5[16.7 µM]	4	/	4	/	-1
- O=C(Nc1ccccc1F)c1ccc2nc(N3C(=O)CCC3=O)sc2c1
    /	0	-1	/	-46	/	3	/
- COc1ccc(/C=N/Nc2ccc(C(=O)O)cc2)cc1OC
    -11	4	-2	0	-60	-37	15	-2
- CCCN(CCC)S(=O)(=O)c1ccc(C(=O)NNC(=O)c2cc(OC)c(OC)c(OC)c2)cc1
    15	6	-3	-3	21	-4	0	2
- Cc1ccc(S(=O)(=O)N(C)C[C@H]2Oc3ccc(NC(=O)c4ccncc4)cc3CC(=O)N([C@@H](C)CO)C[C@@H]2C)cc1
    -21	2	0[16.7 µM]	2	-1	4	/	/
- CC(=O)OCC1(C)CN(c2ccccc2)NC1=O (configuration not stated)
    -23	/	/	/	5	-3	/	1
- Cn1cnc(S(=O)(=O)N2C[C@@H](O)COC[C@@H]3O[C@@H](CC(=O)NC4CCCC4)CC[C@H]32)c1
    1	-2	1[16.7 µM]	-3	-9	1	-6	-1
- COc1ccc(-c2noc(CCC(=O)Nc3cccc(C(=O)NC4CC4)c3)n2)cc1OC
    7	0	-11	-8	-14	-9	/	1
- C[C@@H]1CN([C@@H](C)CO)C(=O)c2cc(NC(=O)Nc3cccc4ccccc34)ccc2O[C@@H]1CN(C)Cc1ccc(Oc2ccccc2)cc1
    -12	-1	5[16.7 µM]	-11	/	8	/	2
- O=C(CC1Nc2ccccc2NC1=O)NC1CCCCC1 (configuration not stated)
    -26	-1	9	/	/	/	/	5
- Cc1cc(C)c(NC(=O)CS(=O)CC(=O)N2CCN(c3ccc(F)cc3)CC2)c(C)c1 (configuration not stated)
    2	2	/	14	/	/	1	/
- CN(C)/C=C1/Sc2ccccc2C1=O
    /	0	2	-25	4	/	-1	/
- COc1cccc(-c2ccc(C3[C@H]4CNC[C@@H]3N4C(=O)NC3CCCCC3)cc2)c1 (some centres not stated)
    -14&-18	/	/	9&-7	/	/	-1&-8	3&0
- C/C=C/c1ccc(C2[C@H]3CNC[C@@H]2N3C(=O)NC(C)C)cc1 (some centres not stated)
    29	/	/	4	-1	1	-7	0
- NC(=O)CCn1nc(-c2ccc(Cl)cc2)c2ccccc2c1=O
    -11	8	-3	12	/	/	/	/
- CCC1=NN2C(=N)/C(=C\c3cccn3-c3c(C)cccc3C)C(=O)N=C2S1
    -12	2	14	/	10	0	9	2
- O=c1[nH]c2cc3ccccc3cc2nc1-c1nnnn1C1CCCC1
    17	/	/	/	28	47	-6	12
- O=C(NCCC1=CCCCC1)C1CCN(c2nnc(-n3cccc3)s2)CC1
    /	1	-5	-29	10	-11	-15	0
- CCn1nc(NC(=O)c2ccco2)c2cc3cc(C)ccc3nc21
    -29	/	/	/	-11	-14	23	-4
- COCC(=O)Nc1ccc2c(c1)OC[C@H](C)N(Cc1cccc(F)c1)C[C@@H](C)[C@@H](OC)CN(C)C2=O
    -3	-4	/	-7	/	5	-6	0
- N#C[C@H]1[C@@H](c2ccc(-c3ccccc3)cc2)[C@@H](CO)N1C(=O)Cc1ccccc1
    17	-1	/	9	8	-9	0	-3
- C/C=C/c1cccc(-c2nc(C(=O)NCc3ccc(OC)cc3)cc3c2[C@@H](CCO)N([S@](=O)C(C)(C)C)C3)c1
    -31	62	/	6	16	-11	7	3
- COc1ccc(NC(=O)Nc2cccc3c2O[C@H](CN(C)C(=O)Nc2ccccc2)[C@H](C)CN([C@H](C)CO)C3=O)cc1
    -13	35	2[16.7 µM]	1	/	7	/	0
- COc1ccc(NC(=O)Nc2ccc3c(c2)C(=O)N([C@@H](C)CO)C[C@@H](C)[C@H](CN(C)C)O3)cc1
    15	0	-6[16.7 µM]	3	0	3	/	2
- COc1ccc(NC(=O)c2ccc(C(=O)Nc3ccc(OC)cc3OC)cc2)c(OC)c1
    -15	/	/	/	1	8	/	0
- Cc1ccc(-c2nn(-c3ccc(F)cc3)cc2C(=O)NCC(c2cccs2)N2CCOCC2)cc1 (configuration not stated)
    -7	/	0	/	-12	-4	-8	1
- CCc1nc2c(OCC(=O)c3ccc(F)cc3)cccn2c1N(C)C(=O)C(C)C
    8	-1	9	-28	7	-7	-2	2
- Cc1cc(C)c(S(=O)(=O)NCCc2cc3ccc(C)c(C)c3[nH]c2=O)c(C)c1
    10	2	/	/	-5	-1	-6	2
- O=C(NCCN1CCOCC1)C(=O)NCc1ccc2c(c1)OCO2
    -28	/	1	-4	5	6	-12	0
- CCOC(=O)c1ccc(NCc2ccc3c(c2)OCO3)cc1
    /	-12	-3	-7	-74	/	-8	/
- O=C(CSc1nc(O)cc(=O)n1-c1ccccc1)Nc1nc2ccccc2s1
    -18	-1	-3	-13	15	-4	-2	7
- CSc1ccc(S(=O)(=O)Nc2ccc(N3CCOCC3)c(Cl)c2)cc1
    -4	-3	/	-11	/	8	/	1
- CC(C)C(NC(=O)c1c(F)cccc1F)C(=O)NCC(c1ccccc1)N(C)C (configuration not stated)
    9	4	-5	/	5	-5	-6	1
- COc1ccc(NC(=O)CCOc2ccc(C)cc2)cc1S(=O)(=O)N1CCCCC1
    -15	-5	26	5	23	4	-3	4
- Cc1nn(-c2ccc(F)cc2)c(C)c1CN1CCN(CCc2ccccc2)C(CCO)C1 (configuration not stated)
    0	/	/	0	10	19	4	5
- Cc1c(C(=O)/C=C/N(C)C)nnn1-c1ccc(Cl)cc1Cl
    -21	/	/	10	-34	-7	-3	1
- Cc1cc(C)c(S(=O)(=O)n2c([N+](=O)[O-])cnc2C)c(C)c1
    19	/	/	/	5	-1	-4	0
- CCOC(=O)Cc1csc(NC(=S)NC(=O)CC(C)C)n1
    1	6	-6	-5	-26	7	-7	0
- COC(=O)C[C@@H]1C=C[C@@H](NS(=O)(=O)c2ccccc2F)[C@@H](CO)O1
    3	4	16[16.7 µM]	-2	4	1	7	-2
- C[C@@H]1CN([C@H](C)CO)C(=O)c2cc(NC(=O)CCCN(C)C)ccc2O[C@@H](C)CCCCO[C@H]1CN(C)C(=O)Nc1ccccc1
    11	3	4[16.7 µM]	-3	-27	-7	6	-1
- O=C(NCC[C@H]1CC[C@H](NC(=O)C2CCC2)[C@H](CO)O1)c1cc(Cl)cc(Cl)c1
    4	3	/	3	0	8	-11	-1
- CN1C(=O)c2cc(NC(=O)C3CCOCC3)ccc2OC[C@@H]2O[C@@H](CC(=O)NCc3ccc4c(c3)OCO4)CC[C@H]21
    11	-7	/	/	-21	-5	5	2
- CCCCn1c(Cn2nc(C(=O)O)c3ccccc3c2=O)nc2cc(S(N)(=O)=O)ccc21
    -3	0	/	/	-7	-10	-13	0
- CCOC(=O)C1(Cc2cccc(OC)c2)CCN(Cc2cccc(O)c2)CC1
    20	0	/	/	-12	-7	-12	3
- COC(=O)c1ccc2c(c1)N(C)S(=O)(=O)c1cnc(SCC(=O)C(C)(C)C)nc1-2
    20	-1	-1	14	4	-2	7	-1
- COc1cccc(C(=O)Nc2ccc3c(c2)C(=O)N(C)C[C@@H](OC)[C@H](C)CN[C@@H](C)CO3)c1
    0	1	/	0	/	-3	5	-1
- Cc1ccc(S(=O)(=O)N[C@@H]2C=C[C@@H](CC(=O)NCc3ccc(Cl)c(Cl)c3)O[C@H]2CO)cc1
    -9	3	/	-4	23	1	10	0
- Cc1ccc(NC2=C(Cl)C(=O)OC2OC(=O)c2ccccc2C)cc1 (configuration not stated)
    7	/	/	10	9	1	-2	-5
- O=c1cnnc(Nc2ccccc2F)[nH]1
    3	-15	0	6	-14	2	14	4
- C[C@@H]1CN([C@@H](C)CO)C(=O)c2cc(NS(=O)(=O)c3ccc(F)cc3)ccc2O[C@@H](C)CCCCO[C@@H]1CN(C)C(=O)Cc1ccccc1
    19	-11	28[16.7 µM]	-2	-11	-6	/	/
- Clc1ccccc1CNCc1ccncc1
    -38	-1	-6	0	-16	-5	-3	-4
- O=C(Nc1ccc([N+](=O)[O-])cc1NC(=O)c1ccccc1)c1ccccc1
    7	1	4	3	6	9	3	2
- COC(=O)[C@H]1[C@H](CO)[C@H]2Cn3c(ccc(C4=CCCC4)c3=O)[C@H]2N1Cc1cncnc1
    -17	-2	/	/	/	0	/	-1
- COCC(=O)Nc1ccc2c(c1)C(=O)N(C)C[C@@H](OC)[C@H](C)CN(CC1CCCCC1)[C@@H](C)CO2
    9	43	6[16.7 µM]	7	/	-6	14	-1
- O=C(CCc1ccc(S(=O)(=O)N2CCOCC2)cc1)Nc1ccc2c(c1)OCCO2
    -16	-1	0	2	-4	-10	1	4
- C/C(=N/OCO/N=C(\C)c1ccccc1)c1ccccc1
    23	1	-7	-11	12	-41	-2	1
- CCn1c(=O)c2ccccc2n(Cc2ccc([N+](=O)[O-])cc2)c1=O
    -16	-7	-7	/	-9	13	2	-1
- CC(Sc1nccn1C)C(=O)Nc1ccccc1 (configuration not stated)
    12	-1	/	/	5	-2	5	0

The list continues.
Values in the order: LGR2 inh	Cneo AK release	miR-122 sensor	PGC1a acetyl inh	PAX8 inh HTS	EWS-Fli inh	FN deposit inh	CASP6 VEID inh
- O=C(O)c1ccc(N2CCN(C(c3ccccc3)c3ccccc3)CC2)c([N+](=O)[O-])c1
    7	-2	-5	-7	2	17	-4	5
- COc1ccc(C(=O)Nc2ccc3c(c2)OCCO3)cc1[N+](=O)[O-]
    -56	/	-2	-4	-79	-72	5	1
- C[C@@H]1CN([C@@H](C)CO)C(=O)c2cc(NC(=O)C3CCCCC3)ccc2O[C@@H](C)CCCCO[C@H]1CN(C)C(=O)C1CCCCC1
    -12	1	-7[16.7 µM]	-5	-8	-1	/	1
- COc1ccc(C(=O)COC(=O)CCNS(=O)(=O)c2ccc(NC(C)=O)cc2)c(OC)c1
    0	0	-2	/	-4	1	-5	0
- Cc1noc(C)c1S(=O)(=O)Nc1ccc2c(c1)C(=O)N([C@H](C)CO)C[C@@H](C)[C@@H](CN(C)Cc1ccccc1)OCCCC[C@@H](C)O2
    -1	0	-6[16.7 µM]	-9	16	5	10	5
- O=C(CNC(=O)c1sc2ccccc2c1Cl)NCc1cccnc1
    6	-1	-5	-11	-2	-14	/	-1
- O=C(NC1=NCCS1)c1cccc(F)c1
    -16	0	-1	4	-13	-33	-2	-4
- CCOC(=O)C1=C(C)NC(C)=C(C(=O)OCC)C1C(=O)OCC(=O)N1CCC(C)CC1
    /	11&-1	-2&-2	-5&-16	1&-2	-4	3&10	-2

Entries of single compounds as entered above. Order of screens: LGR2 inh	Cneo AK release	miR-122 sensor	PGC1a acetyl inh	PAX8 inh HTS	EWS-Fli inh	FN deposit inh	CASP6 VEID inh
Record of COc1ccc(C(=O)Nc2ccc3c(c2)OCCO3)cc1[N+](=O)[O-] = -56	/	-2	-4	-79	-72	5	1
Record of Cc1noc(C)c1S(=O)(=O)Nc1ccc2c(c1)C(=O)N([C@H](C)CO)C[C@@H](C)[C@@H](CN(C)Cc1ccccc1)OCCCC[C@@H](C)O2 = -1	0	-6[16.7 µM]	-9	16	5	10	5

Assay outcomes as filed in PubChem.
